Screens (PubChem BioAssay)
TbPYK inhibitor = T. brucei pyruvate kinase inhibition. Q57TT1. TbPYK enzyme, Kinase-Glo Plus ATP luminescence, 45 min. Potency, µM (top dose mostly 76.8 µM), without a hit: at the highest dose activity, negative = inhibition, usual class: inhibitors. 0.12% of 410,000 active. AID 624173; note: potency is the fitted concentration of half-maximal effect; % is set by controls: 0 for no effect and ±100 for the full control effect; nearly all actives have a fitted effect of over 50% in size
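Screened from lowest to highest concentration, compounds were pinned into TbPYK/substrate mixtures, and ADP (130 uM final) was added. Plates sat at room temperature for 45 min prior to Kinase-Glo Plus detection by luminescence.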
Pf growth 96h = P. falciparum growth inhibition at 96 hours; P. falciparum luciferase reporter growth, 96 h; Potency, µM (titrated, usually from 28.7 µM), for the others: top-dose activity change, negative = inhibition, actives largely listed as inhibitors; 6.9% of 320,000 active; note: potency is the fitted concentration of half-maximal effect; % is set by controls: 0 for no effect and ±100 for the full control effect
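Cell-based qHTS: luciferase-tagged P. falciparum in erythrocytes (2% hematocrit, 0.05% parasitemia final) incubated with compounds for 96 hours, 37 C, 5% CO2; luciferase detection reagent then added and luminescence measured.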
Shiga inhibitor = inhibitors of Shiga toxin in Vero cells | Vero cells, Shiga toxin protein synthesis inhibition reporter | inhibition, % at 38.7 µM | 9.2% of 290,000 active | AID 2315; in the data active = inhibition mostly above about 28%, no sharp cut-off; inactive = mostly below about 43%; note: 0% is about no effect
Pf growth 48h = P. falciparum growth inhibition at 48 hours (one generation); 5.9% of 310,000 active; AID 504832; P. falciparum luciferase growth in erythrocytes, 48 h; Potency, µM (series often up to 28.7 µM), inactives show at the highest dose activity change, negative = inhibition, actives largely listed as inhibitors; note: potency is the fitted concentration of half-maximal effect; % is set by controls: 0 for no effect and ±100 for the full control effect
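Growth was read as firefly luciferase luminescence after a 48 h, 37 C, 5% CO2 exposure of compounds to reporter-bearing P. falciparum cultures (0.1% parasitemia, 2% hematocrit final) in Albumax-supplemented RPMI 1640.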
LmPK inh = LmPK (Leishmania mexicana) enzyme inhibition | Q27686 | purified LmPK, Kinase-Glo ATP luminescence, 1 h | Potency, µM (top dose mostly 57.5 µM), inactives show at the top dose activity change, negative = inhibition, usual class: inhibitors | 0.37% of 290,000 active | AID 1721; note: potency is the fitted concentration of half-maximal effect; % is set by controls: 0 for no effect and ±100 for the full control effect
Target sequence (Q27686 whole entry, looked up): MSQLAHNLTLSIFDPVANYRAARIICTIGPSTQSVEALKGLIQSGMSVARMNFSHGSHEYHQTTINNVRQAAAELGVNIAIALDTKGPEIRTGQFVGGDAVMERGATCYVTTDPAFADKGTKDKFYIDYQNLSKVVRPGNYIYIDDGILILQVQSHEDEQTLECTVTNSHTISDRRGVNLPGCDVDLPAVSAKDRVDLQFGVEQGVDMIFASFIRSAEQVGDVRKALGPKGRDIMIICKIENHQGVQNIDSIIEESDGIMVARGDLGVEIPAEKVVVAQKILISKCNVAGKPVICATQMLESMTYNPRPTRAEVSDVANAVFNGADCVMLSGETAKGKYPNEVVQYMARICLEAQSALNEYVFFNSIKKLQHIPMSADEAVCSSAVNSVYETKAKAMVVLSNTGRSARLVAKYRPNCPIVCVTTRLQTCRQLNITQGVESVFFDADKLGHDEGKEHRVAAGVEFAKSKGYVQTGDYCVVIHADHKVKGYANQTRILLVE
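In 50 mM imidazole pH 7.2 with 7 mM MgCl2, LmPK (0.1 nM) turned over PEP (0.5 mM) and ADP (0.1 mM) for 1 h at room temperature. Luciferase read-out of ATP.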
AmpC no deterg = AmpC beta-lactamase inhibition without detergent | AID 485341 | 0.52% of 330,000 active | P00811 | Potency, µM (doses to about 57.1 µM), inactives show at the highest dose activity change, negative = inhibition, usual class: inhibitors | AmpC nitrocefin hydrolysis, absorbance 480 nm, 0.0001% Triton;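 note: potency is the fitted concentration of half-maximal effect; plate controls were no compound for no effect and no enzyme for full effect; nearly all actives have a fitted effect of over 20% in size; some results filed as inactive show a strong effect at the top dose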
Target sequence (P00811 whole entry, looked up): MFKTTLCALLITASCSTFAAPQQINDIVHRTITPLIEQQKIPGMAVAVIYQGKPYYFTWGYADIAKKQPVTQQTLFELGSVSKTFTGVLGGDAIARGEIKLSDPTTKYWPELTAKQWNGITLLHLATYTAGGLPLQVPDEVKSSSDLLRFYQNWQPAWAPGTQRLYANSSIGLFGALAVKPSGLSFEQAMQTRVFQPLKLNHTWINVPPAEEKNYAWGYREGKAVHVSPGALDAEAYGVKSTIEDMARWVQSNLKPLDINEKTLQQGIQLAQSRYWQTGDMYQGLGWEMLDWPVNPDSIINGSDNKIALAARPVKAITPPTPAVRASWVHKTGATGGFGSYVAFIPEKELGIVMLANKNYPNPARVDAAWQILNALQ
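AmpC (5.3 nM in the dispensed reagent) in 20 mM phosphate pH 7.0 with 0.01% (detergent screen) or 0.0001% Triton X-100 was preincubated with compounds for 15 min at room temperature. Nitrocefin was then added from an 800 uM solution, and hydrolysis was followed at 480 nm.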
Cycloheximide cs = counter-screen for Shiga toxin inhibitors: cycloheximide protein synthesis inhibition; cell reporter, cycloheximide protein synthesis inhibition counterscreen; max response, %; AID 2314; 12% of 300,000 active; in the data active = max response mostly above about 13%, no sharp cut-off; inactive = mostly below about 14%; note: read at 38.3 µM for the half of the compounds with a filed dose; 0% is about no effect
Active calls of the source: *; [ ] = another dose, or the depositor's remark. Unless noted, calls come from the whole dose curve; as a rule, active = well fitted curve in the direction sought with a large enough effect; inconclusive = small, poorly fitted or top-dose-only effect, or another doubt; inactive = no such curve, though single readings can be large; an effect the other way counts as inactive or inconclusive.

`COCC(C)NC(=S)NCCc1ccc(Cl)cc1Cl` (centres undefined) gave TbPYK inhibitor -17%, Pf growth 96h -102%, Shiga inhibitor 13, Pf growth 48h inconclusive, LmPK inh 1%, AmpC no deterg -3% and Cycloheximide cs 5.
For c1ccc2sc(NC3=NCCN3)nc2c1 the results were TbPYK inhibitor 3%, Pf growth 96h 41%[activator], Shiga inhibitor 65*, Pf growth 48h 76%[activator], LmPK inh -6%, AmpC no deterg -30% and Cycloheximide cs 30*.
`COc1ccc(C(C)C)cc1S(=O)(=O)Nc1ccccn1` gave TbPYK inhibitor 1%, Shiga inhibitor -8, Pf growth 48h 12%, LmPK inh 1%, AmpC no deterg -8% and Cycloheximide cs -4.
`Cc1ccc(C)n1-c1cc(S(=O)(=O)N2CCOCC2)ccc1N1CCCC1` gave TbPYK inhibitor inconclusive, Pf growth 96h -1%, Shiga inhibitor 17, LmPK inh -8%, AmpC no deterg 51% and Cycloheximide cs 3.
`CCOC(=O)NNC(=O)c1ccc(Cl)cc1` gave TbPYK inhibitor 3%, Pf growth 96h inconclusive, Shiga inhibitor 12, Pf growth 48h 40%[activator], LmPK inh 1%, AmpC no deterg -9% and Cycloheximide cs 7.
`COc1cc(CN(C)c2ccc(S(=O)(=O)N3CCCC3)cn2)ccc1OC(F)F` gave TbPYK inhibitor -8%, Pf growth 96h inconclusive, Pf growth 48h 15µM* and AmpC no deterg -7%.
O=C(COC(=O)CNC(=O)c1ccccc1F)NCC(F)(F)F was read as TbPYK inhibitor 6%, Pf growth 96h inconclusive, Shiga inhibitor 16, Pf growth 48h -12%, LmPK inh 0%, AmpC no deterg -19% and Cycloheximide cs -1.
Screening Cc1c(C(=O)NCCN2CCCC(O)C2)oc2c(F)cccc12 (centres undefined) returned TbPYK inhibitor 3%, Pf growth 96h -20%, Shiga inhibitor 10, Pf growth 48h 36%[activator], LmPK inh -4%, AmpC no deterg -8% and Cycloheximide cs -4.
CCN(CC)S(=O)(=O)c1ccc(NC(=O)c2ccc(CN3CCOCC3)cc2)cc1 was read as TbPYK inhibitor 4%, Pf growth 96h -15%, Shiga inhibitor 5, Pf growth 48h 6.6µM*, LmPK inh 2%, AmpC no deterg 110%[activator] and Cycloheximide cs 1.
For O=C(Nc1ncccn1)C1c2ccccc2Oc2ccccc21 the results were TbPYK inhibitor 0%, Pf growth 96h 1%, Shiga inhibitor -9, Pf growth 48h 14%, LmPK inh 4%, AmpC no deterg -17% and Cycloheximide cs -2.
`CCN(CC(=O)Nc1ccc(OC)cc1)C(=O)CN1C(=O)NC(C)(c2ccc3ccccc3c2)C1=O` (centres undefined) gave TbPYK inhibitor 4%, Pf growth 96h -8%, Shiga inhibitor -7, Pf growth 48h 75%[activator], LmPK inh 1%, AmpC no deterg 144%[activator] and Cycloheximide cs -2.
Screening COCC(C)NC(=O)c1ccc2nc(-c3ccccc3)c(-c3ccccc3)nc2c1 (centres undefined) returned TbPYK inhibitor -3%, Pf growth 96h 0%, Shiga inhibitor 20, Pf growth 48h 11%, LmPK inh -1%, AmpC no deterg 83%[activator] and Cycloheximide cs 6.
Screening CCOC1(C)OCC(=O)[C@]2(CCC3C4CCC5=CC(=O)C=CC5(C)C4C(=O)CC32C)O1 (some centres undefined) returned TbPYK inhibitor 1%, Pf growth 96h inconclusive, Shiga inhibitor -2, Pf growth 48h 10µM*, LmPK inh -2%, AmpC no deterg 76%[activator] and Cycloheximide cs -1.
Screening CCC(C)N1C(=O)N(c2cccc(Cl)c2)C(C)(O)CC1(C)C (centres undefined) returned TbPYK inhibitor 4%, Pf growth 96h -14%, Shiga inhibitor 19, Pf growth 48h -17%, LmPK inh -1%, AmpC no deterg -2% and Cycloheximide cs -6.
Screening N#Cc1ccc(C(=O)Nc2cccc3ccccc23)c(F)c1 returned TbPYK inhibitor 5%, Pf growth 96h inconclusive, Pf growth 48h -4%, LmPK inh 3%, AmpC no deterg -17% and Cycloheximide cs 6.

Fetched one by one from the list above (2):
`COc1cc(CN(C)c2ccc(S(=O)(=O)N3CCCC3)cn2)ccc1OC(F)F` gave TbPYK inhibitor -8%, Pf growth 96h inconclusive, Pf growth 48h 15µM* and AmpC no deterg -7%.
`COc1ccc(C(C)C)cc1S(=O)(=O)Nc1ccccn1` gave TbPYK inhibitor 1%, Shiga inhibitor -8, Pf growth 48h 12%, LmPK inh 1%, AmpC no deterg -8% and Cycloheximide cs -4.

Additional results
For O=C(NC(NC(=O)c1c(F)cccc1F)c1ccc([N+](=O)[O-])cc1)c1c(F)cccc1F the results were TbPYK inhibitor -8%, Pf growth 96h 7%, Shiga inhibitor -5, Pf growth 48h 3%, LmPK inh 8%, AmpC no deterg -17% and Cycloheximide cs 7.
`CC(C)Oc1ccc(/C=N/NC(=O)c2nnn(-c3nonc3N)c2CN(C)c2ccccc2)cc1` gave TbPYK inhibitor -3%, Pf growth 96h -10%, Shiga inhibitor 8, Pf growth 48h 7%, LmPK inh 1%, AmpC no deterg -27% and Cycloheximide cs 19.
Screening CC1CCC2(CC1)NC(=O)N(CC(=O)NC1(C#N)CCCCC1)C2=O (centres undefined) returned TbPYK inhibitor 2%, Pf growth 96h -3%, Pf growth 48h inconclusive and AmpC no deterg -15%.
For CCN(C(=O)Cc1ccccc1OC)c1nnc(-c2ccncc2)s1 the results were TbPYK inhibitor -2%, Pf growth 96h inconclusive, Shiga inhibitor -18, Pf growth 48h inconclusive, LmPK inh 2%, AmpC no deterg 13% and Cycloheximide cs -1.
`Cc1ccc(-n2c(C)cc(/C=C3/C(=O)NC(=O)N(Cc4ccco4)C3=O)c2C)cc1` gave TbPYK inhibitor 2%, Pf growth 96h inconclusive, Shiga inhibitor -6, Pf growth 48h -21%, LmPK inh 0%, AmpC no deterg -56% and Cycloheximide cs -1.
Screening O=C(NCc1ccc(F)cc1)C1CCC(CNS(=O)(=O)c2cccs2)CC1 (centres undefined) returned TbPYK inhibitor -1%, Pf growth 96h inconclusive, Shiga inhibitor -4, Pf growth 48h -22%, LmPK inh -2%, AmpC no deterg -5% and Cycloheximide cs 1.
`O=C(COc1ccccc1)N1CCN(CCN2C(=O)c3cccc4cccc(c34)C2=O)CC1` gave TbPYK inhibitor -5%, Pf growth 96h 14%, Shiga inhibitor -5, Pf growth 48h -6%, LmPK inh 2%, AmpC no deterg -14% and Cycloheximide cs 6.
Cc1cc(C)n(Cc2ccc(C(=O)NCCC3=CCCCC3)o2)n1 was read as TbPYK inhibitor -2%, Pf growth 96h -34%, Shiga inhibitor 3, Pf growth 48h 2%, LmPK inh 4%, AmpC no deterg 52%[activator] and Cycloheximide cs 19.
Screening COc1ccccc1-c1nc(-c2ccc(Br)cc2)no1 returned TbPYK inhibitor 2%, Pf growth 96h 232%[activator], Shiga inhibitor 25, LmPK inh 7%, AmpC no deterg -40% and Cycloheximide cs 30*.
For CCN(CCO)C(=O)c1ccc2nc(Cc3cccc(Cl)c3)oc2c1 the results were TbPYK inhibitor -3%, Pf growth 96h 72%[activator], Shiga inhibitor 11, Pf growth 48h 2%, LmPK inh -1%, AmpC no deterg 55% and Cycloheximide cs 6.
For COC(=O)c1cccnc1NC(=S)NNC(=O)c1ccncc1 the results were Pf growth 96h -35%, Shiga inhibitor -20, LmPK inh 2%, AmpC no deterg -7% and Cycloheximide cs -4.
`CC(=O)N/N=C(\C)c1ccc2c(c1)OCCO2` gave TbPYK inhibitor -2%, Pf growth 96h 31%[activator], Shiga inhibitor 12, Pf growth 48h 37%[activator], LmPK inh -4%, AmpC no deterg -11% and Cycloheximide cs 7.
For S=C(Nc1ccccc1Cl)N(CCCN1CCOCC1)Cc1ccco1 the results were TbPYK inhibitor -13%, Pf growth 96h -98%, Shiga inhibitor -2, Pf growth 48h 13%, LmPK inh -2%, AmpC no deterg -6% and Cycloheximide cs 1.
For O=C(NC(=S)N1CCCC1)c1ccc(Cl)cc1 the results were TbPYK inhibitor -30%, Pf growth 96h -12%, Shiga inhibitor 31, Pf growth 48h 13%, LmPK inh -11%, AmpC no deterg 18% and Cycloheximide cs 8.
Cc1ccc(Nc2c(-c3ccco3)nc3ccccn23)cc1 was read as TbPYK inhibitor -5%, Pf growth 96h 38%[activator], Shiga inhibitor 97*, Pf growth 48h inconclusive, LmPK inh 2%, AmpC no deterg -1% and Cycloheximide cs 30*.

3 compounds from above, arranged by number of heavy atoms, descending:
Screening O=C(NCc1ccc(F)cc1)C1CCC(CNS(=O)(=O)c2cccs2)CC1 (centres undefined) returned TbPYK inhibitor -1%, Pf growth 96h inconclusive, Shiga inhibitor -4, Pf growth 48h -22%, LmPK inh -2%, AmpC no deterg -5% and Cycloheximide cs 1.
For COC(=O)c1cccnc1NC(=S)NNC(=O)c1ccncc1 the results were Pf growth 96h -35%, Shiga inhibitor -20, LmPK inh 2%, AmpC no deterg -7% and Cycloheximide cs -4.
`CC(=O)N/N=C(\C)c1ccc2c(c1)OCCO2` gave TbPYK inhibitor -2%, Pf growth 96h 31%[activator], Shiga inhibitor 12, Pf growth 48h 37%[activator], LmPK inh -4%, AmpC no deterg -11% and Cycloheximide cs 7.

Later entries:
Cc1cc(SCC(=O)Nc2cccc(S(=O)(=O)NC3=NCCCCC3)c2)nc2ccccc12 was read as TbPYK inhibitor -5%, Pf growth 96h inconclusive, Shiga inhibitor 15, Pf growth 48h inconclusive, LmPK inh 0%, AmpC no deterg -24% and Cycloheximide cs 2.
`CC(=O)N1CCc2c(sc(NC(=O)CCS(=O)(=O)c3ccc(C)cc3)c2C#N)C1` gave TbPYK inhibitor 2%, Pf growth 96h -30%, Pf growth 48h -2% and AmpC no deterg -6%.
CCOC(=O)C1C(=O)CC(C)(O)C(C(=O)OCC)C1c1ccc(F)cc1 (centres undefined) was read as TbPYK inhibitor -9%, Shiga inhibitor -4, Pf growth 48h -3%, LmPK inh 3%, AmpC no deterg -2% and Cycloheximide cs 1.
For CC(=O)NCC12CC3CC(C1)CC(C(=O)O)(C3)C2 the results were TbPYK inhibitor 0%, Pf growth 96h 19%, Shiga inhibitor 3, Pf growth 48h 14%, LmPK inh 2%, AmpC no deterg -18% and Cycloheximide cs 13.
For Cc1cc2c(nc1C)CCCN2C[C@@H](C)O/N=C1/[C@H]2CCn3c(=O)n(-c4ccccc4)c(=O)n3[C@H]2[C@H](O)[C@@H]2O[C@H]12 the results were TbPYK inhibitor -2%, Pf growth 96h 13µM*, Shiga inhibitor -8, Pf growth 48h inconclusive, LmPK inh 1%, AmpC no deterg 25% and Cycloheximide cs -3.
For Cc1ccc(Cl)cc1NC(=O)C1CCCN1S(=O)(=O)c1ccc(-c2ccc(=O)[nH]n2)s1 (centres undefined) the results were TbPYK inhibitor -4%, Pf growth 96h -8%, Shiga inhibitor -13, Pf growth 48h inconclusive, LmPK inh 0%, AmpC no deterg 73%[activator] and Cycloheximide cs 9.
CC1N(O)C2CCCCCC2N1O (centres undefined) was read as TbPYK inhibitor 7%, Shiga inhibitor -12, Pf growth 48h 13%, LmPK inh 0%, AmpC no deterg -17% and Cycloheximide cs -2.
